SSB-PriA inh – inhibitors of Klebsiella pneumoniae PriA binding to SSB C-terminal tail, primary screen, biochemical, AlphaScreen. PriA–SSB C-terminal tail interaction (Klebsiella pneumoniae). AlphaScreen SSBct-PriA binding, biotinylated peptide. inhibition, % at 33 µM. actives 0.6% (n = 430,000); in the data active means inhibition mostly above about 37%, no sharp cut-off; inactive means mostly below about 20%;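 further: plate controls were negative control peptide for no effect and reference peptide for full effect; strong numbers were not always called active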
DUSP3 inh – VHR1 phosphatase inhibitors, primary screen, biochemical, absorbance, uHTS. Dual specificity protein phosphatase 3 (Homo sapiens), P51452. recombinant VHR phosphatase, pNPP absorbance. inhibition, % at 13.3 µM. actives 0.52% (n = 290,000); in the data active means inhibition above about 50%; further: some compounds called inactive have numbers as strong as hits
Target sequence (P51452 whole entry, looked up): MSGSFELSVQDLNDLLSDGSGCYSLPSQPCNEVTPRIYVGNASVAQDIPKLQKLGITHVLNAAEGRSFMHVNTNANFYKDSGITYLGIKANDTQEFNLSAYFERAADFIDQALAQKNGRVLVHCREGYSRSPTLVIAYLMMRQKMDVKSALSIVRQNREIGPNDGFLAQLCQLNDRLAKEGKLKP
CCHF vOTU inh – CCHFV vOTU protease inhibitors, primary screen, biochemical, Pep-AMC substrate, fluorescence; Crimean-Congo hemorrhagic fever virus L polyprotein viral ovarian tumor (vOTU) protease …; inhibition, % at 11.5 µM; actives 0.55% (n = 370,000); in the data active means inhibition above about 30%; further: 0% = vehicle wells with enzyme and 100% = no enzyme wells
TcdB inh – TcdB glycohydrolase inhibitors, primary screen, biochemical, single point, plate reader; Toxin B (Clostridioides difficile), P18177; TcdB glycohydrolase enzymatic assay; inhibition, % at 9.99 µM; actives 0.24% (n = 350,000); AID 652162, 2013; in the data active means inhibition above about 10%
Vc quorum ag – inducers of Vibrio cholerae quorum light production without autoinducers, primary screen, BH1578 luxS cqsA deficient, single point; V. cholerae BH1578 lux reporter, luminescence, 6 h; activation, % at 18.7 µM; actives 0.16% (n = 350,000); in the data active means activation mostly above about 9.7%, no sharp cut-off; further: not every result past the cut was called active; inactives centre near 0; reference of the scale not given here
3CLpro inhibitor – SARS-CoV 3CLpro protease inhibitors, primary screen, biochemical, quenched FRET. Replicase polyprotein 1ab (Severe acute respiratory syndrome coronavirus), P0C6X7. recombinant SARS-CoV 3CLpro, quenched FRET peptide cleavage. inhibition, % at 6 µM. actives 0.14% (n = 290,000). AID 1706, 2009; in the data active means inhibition above about 12%
PfHsp40 yeast – rescue of yeast from PfHsp40 toxicity, primary screen, S. cerevisiae, ATP luminescence | S. cerevisiae expressing PfHsp40, growth rescue | growth rescue, % at 12.5 µM | actives 0.68% (n = 340,000) | AID 504582, 2011; in the data active means growth rescue above about 28%, passing the limit was not always enough;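 further: yeast W303a lacking pdr1 and pdr3 grown in galactose medium; growth measured after three days at 30 °C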
BoNT A protease – BoNT/A light chain protease inhibitors, primary screen, biochemical, flow cytometry, MLPCN library; inhibition, % at 10 µM; Botulinum neurotoxin type A light chain protease (Clostridium botulinum A str. ATCC 3502); AID 588499, 2011; actives 0.17% (n = 360,000); multiplex microsphere protease substrate cleavage; further: plate controls were buffer without enzyme for full effect and enzyme alone for no effect
Y pestis TopoI – Yersinia pestis topoisomerase I inhibitors, primary screen, biochemical, cleavage product accumulation, plate reader, single point | actives 0.064% (n = 360,000) | Y. pestis Topo-I cleavage product accumulation | DNA topoisomerase I (Yersinia pestis CO92) | activity, % at 10 µM; in the data active means activity above about 50%, passing the limit was not always enough; further: inactives centre near 2
Anthrax LF prot – Bacillus anthracis LF protease inhibitors, primary screen, biochemical, multiplex microsphere, MLPCN library; actives 0.12% (n = 360,000); multiplex microsphere protease cleavage assay; AID 588501, 2011; inhibition, % at 10 µM; further: plate controls were buffer without enzyme for full effect and enzyme alone for no effect
Target sequence (P15917 whole entry, looked up): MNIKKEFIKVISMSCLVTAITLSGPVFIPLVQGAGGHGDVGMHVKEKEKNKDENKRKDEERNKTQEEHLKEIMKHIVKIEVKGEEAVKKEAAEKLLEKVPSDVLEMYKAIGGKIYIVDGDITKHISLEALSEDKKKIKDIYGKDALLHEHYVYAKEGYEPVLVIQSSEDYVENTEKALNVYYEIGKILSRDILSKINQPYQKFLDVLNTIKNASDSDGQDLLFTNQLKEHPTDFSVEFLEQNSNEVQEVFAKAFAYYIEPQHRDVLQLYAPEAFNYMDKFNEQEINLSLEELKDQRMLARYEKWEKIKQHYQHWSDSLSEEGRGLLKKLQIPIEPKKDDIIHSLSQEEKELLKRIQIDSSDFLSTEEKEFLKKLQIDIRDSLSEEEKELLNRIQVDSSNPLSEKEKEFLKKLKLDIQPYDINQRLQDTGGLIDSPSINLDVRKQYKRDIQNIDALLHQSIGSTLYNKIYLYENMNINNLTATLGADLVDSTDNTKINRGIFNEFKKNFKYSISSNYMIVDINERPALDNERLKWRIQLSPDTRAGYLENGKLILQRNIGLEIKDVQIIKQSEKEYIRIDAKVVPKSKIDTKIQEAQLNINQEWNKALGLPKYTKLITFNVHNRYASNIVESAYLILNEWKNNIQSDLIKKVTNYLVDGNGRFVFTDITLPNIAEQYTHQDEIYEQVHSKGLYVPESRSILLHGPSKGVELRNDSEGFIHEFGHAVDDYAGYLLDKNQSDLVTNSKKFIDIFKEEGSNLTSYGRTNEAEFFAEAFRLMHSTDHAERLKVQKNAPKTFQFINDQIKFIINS
Starred values were filed as active, the others as inactive; i = inactive; x = no result given. Unless noted, no stated cut-off is given here; in the data, active means inhibition above about 30%; inconclusive means no clear call, values can overlap the other calls; inactive means below that. Only part of the results is shown; rates above refer to the full screens.

A first look (four entries):
| canonical_smiles | BoNT A protease | CCHF vOTU inh | TcdB inh | DUSP3 inh | PfHsp40 yeast | Anthrax LF prot | 3CLpro inhibitor | SSB-PriA inh | Y pestis TopoI | Vc quorum ag |
| --- | --- | --- | --- | --- | --- | --- | --- | --- | --- | --- |
| Cc1cc(C)c(S(=O)(=O)NCc2ccncc2)c(C)c1 | -0.8 | 5 | x | 6 | -2.2 | 2 | 1 | 2 | 1 | -0.3 |
| CCOc1ccc(C(=O)Nc2ccc3[nH]ncc3c2)cc1 | 0.1 | -3 | -2.2 | 23 | -0.1 | 0 | 5 | -10 | 5 | i |
| CCC/C(=C1/C(=O)CC(C)(C)C(C(=O)OC)C1=O)N1CCCC1 (stereo not drawn) | -1.0 | 1 | x | 3 | 0.1 | -4 | 0 | 2 | -7 | -0.6 |
| CCOC(=O)N1CCC(NC(=S)Nc2ccc3nc(N4CCN(C)CC4)cc(C)c3c2)CC1 | -0.2 | -4 | 0.3 | -6 | -1.3 | 3 | -6 | 6 | 16 | i |

Results (from the top)
| canonical_smiles | BoNT A protease | CCHF vOTU inh | TcdB inh | DUSP3 inh | PfHsp40 yeast | Anthrax LF prot | 3CLpro inhibitor | SSB-PriA inh | Y pestis TopoI | Vc quorum ag |
| --- | --- | --- | --- | --- | --- | --- | --- | --- | --- | --- |
| Cc1cc(C)c(S(=O)(=O)NCc2ccncc2)c(C)c1 | -0.8 | 5 | x | 6 | -2.2 | 2 | 1 | 2 | 1 | -0.3 |
| CCOc1ccc(C(=O)Nc2ccc3[nH]ncc3c2)cc1 | 0.1 | -3 | -2.2 | 23 | -0.1 | 0 | 5 | -10 | 5 | i |
| CCC/C(=C1/C(=O)CC(C)(C)C(C(=O)OC)C1=O)N1CCCC1 (stereo not drawn) | -1.0 | 1 | x | 3 | 0.1 | -4 | 0 | 2 | -7 | -0.6 |
| CCOC(=O)N1CCC(NC(=S)Nc2ccc3nc(N4CCN(C)CC4)cc(C)c3c2)CC1 | -0.2 | -4 | 0.3 | -6 | -1.3 | 3 | -6 | 6 | 16 | i |
| Cc1cc(C)nc(N2CCC(C(=O)O)CC2)n1 | -0.9 | -2 | x | 21 | -0.4 | 6 | -5 | -3 | 0 | i |
| COc1cccc(CNC(=O)Cn2cccc2)c1 | 0.4 | -12 | x | 27 | 0.9 | -2 | 2 | -7 | 7 | -0.3 |
| NC1=NC(=O)C(Cc2ccc(OC(F)(F)F)cc2)S1 (stereo not drawn) | 1.9 | 1 | 3.8 | -1 | -0.2 | 0 | -4 | x | -7 | i |
| CC(C)N(Cc1cc2ccccc2[nH]c1=O)C(=O)c1cccnc1 | 0.3 | -1 | x | 25 | -0.7 | -2 | 0 | 0 | -2 | -0.3 |
| CCOC(=O)c1c(NC(=O)CSc2nnc(-c3ccco3)o2)sc(C)c1C | 3.4 | -1 | x | 13 | 0.9 | -8 | -2 | -23 | 1 | -0.2 |
| COc1ccc(N(CC(=O)Nc2cc(C(=O)O)ccc2C)S(=O)(=O)c2c(C)noc2C)cc1 | -1.9 | -9 | x | 22 | -0.7 | -9 | -2 | 1 | 6 | -0.1 |
| NC(=S)NNc1cccc(Cl)c1 | 0.1 | 4 | x | 33 | 3.1 | -1 | 2 | -2 | -1 | -6.7 |
| O=C(CNc1ccccc1Cl)Nc1cc(S(=O)(=O)N2CCOCC2)ccc1Cl | 0.5 | -3 | 0.3 | x | 1.4 | -1 | x | -8 | 24 | i |
| NC(=O)CCC(NS(=O)(=O)c1ccc(Cl)cc1)C(=O)NCc1ccc(Cl)cc1 (stereo not drawn) | 0.4 | 0 | -0.5 | -1 | -1.0 | -1 | -4 | 7 | 1 | -0.3 |
| COc1ccc(-c2nnn(CC(=O)N(CCCO)C(C(=O)NC3CCCC3)c3ccc(F)cc3)n2)cc1 (stereo not drawn) | -0.6 | -7 | 0.0 | 6 | -1.3 | 0 | 0 | 6 | 23 | -1.4 |
| Cc1ccc(-c2nn3c(C)nnc3s2)cc1NC(=O)C(C)C | -0.4 | -3 | -0.4 | -16 | -0.9 | -10 | 0 | -5 | 11 | 0.4 |
| O=C(NCc1ccccn1)C1(C(F)(F)F)C/C(=C\CCO)CCCO1 (stereo not drawn) | 0.3 | 13 | 0.9 | x | 0.5 | 6 | x | -12 | 1 | 0.9 |
| Cc1cc(NC(=O)CS(=O)CC(=O)Nc2c(C)cccc2C)ccc1-n1cnnn1 (stereo not drawn) | -0.1 | 10 | -0.2 | 23 | -0.6 | 0 | 0 | -5 | 3 | -0.3 |
| Cc1ccc(N=C2NC(=O)C(CC(=O)NCc3ccccc3)S2)cc1C (stereo not drawn) | -0.8 | 1 | x | 5 | 0.6 | -2 | 5 | -12 | 15 | -0.2 |
| COc1cc([C@H]2c3c(cc(OC)c(O)c3OC)C[C@@H](CO)[C@@H]2CO[C@@H]2O[C@H](CO)[C@@H](O)[C@H](O)[C@H]2O)cc(OC)c1O | 0.1 | -7 | -12 | x | -0.6 | -2 | x | -12 | -5 | -0.5 |
| CC(C)C(=O)NCCCc1ccccc1 | -1.8 | 10 | x | 26 | -1.9 | -2 | -1 | -5 | 0 | i |
| O=C(CCl)NCCCN(C(=O)C(Cl)Cl)c1ccc([N+](=O)[O-])cc1 | -3.1 | 7 | 0.2 | 5 | 1.1 | 3 | 5 | -7 | -5 | i |
| O=C(NCCN1CCN(c2ccccc2)CC1)c1ccc(NC(=O)C2CCCO2)cc1 (stereo not drawn) | -0.9 | -20 | x | 23 | 0.3 | -1 | 5 | 3 | 9 | -0.3 |
| CN1C(=O)NC(c2ccccc2[N+](=O)[O-])C2=C1CC(C)(C)CC2=O (stereo not drawn) | -4.4 | 23 | 0.1 | x | -2.0 | -2 | -1 | -6 | 11 | i |
| O=C(CCC1CCCN(C2C3CC4CC(C3)CC2C4)C1)NCc1ccc(F)c(F)c1 (stereo not drawn) | 0.4 | 0 | -0.3 | 26 | -0.1 | 2 | 3 | -9 | 11 | -0.5 |
| CCN(CC)CCN(C(=O)Cn1nnc(-c2ccc(OC)c(OC)c2)n1)C(C(=O)NC1CCCC1)c1ccc(F)cc1 (stereo not drawn) | 0.9 | -16 | 1.2 | 39 | 0.1 | 3 | -2 | 0 | 7 | i |
| CCS(=O)(=O)NC(C)C(c1cccs1)N1CCN(c2ccc(OC)cc2)CC1 (stereo not drawn) | -0.4 | 4 | 1.0 | -9 | -0.6 | -8 | -2 | 1 | 16 | -0.3 |
| Cc1ccc2[nH]c(=O)c(-c3nc4c(C)cccn4c3NCc3ccco3)cc2c1 | 0.1 | 9 | x | 30 | -0.5 | -3 | -3 | 15 | -2 | 3.4 |
| C/C(=N/Nc1ccccc1[N+](=O)[O-])c1ccc(C)c([N+](=O)[O-])c1 | 1.0 | 12 | -0.4 | 15 | 3.6 | -1 | 0 | x | -3 | -0.6 |
| C[C@@H]1CN([C@H](C)CO)C(=O)c2c(c3ccccc3n2C)-c2ccccc2CO[C@@H]1CN(C)Cc1ccc(O)cc1 | -0.2 | 2 | 0.8 | x | x | 2 | x | x | 7 | -0.5 |
| CCOC(=O)Cc1csc(NC(=S)NC(=O)c2ccc(F)cc2)n1 | 0.3 | -1 | x | 7 | -0.6 | 1 | 8 | 1 | 10 | i |
| CCOC(=O)C1(Cc2ccccc2)CCN(Cc2ccc3cc(NC(C)=O)ccc3n2)CC1 | 0.0 | 14 | -0.9 | 35 | -0.1 | 0 | 2 | -4 | -4 | -0.4 |
| Cc1cccc(CCNC(=O)c2cccc(N3CCCC3=O)c2)c1 | 0.9 | 6 | 0.1 | -1 | -0.7 | -4 | 2 | -6 | 3 | -0.5 |
| CCc1ccc(C(=O)NNC(=O)Cn2c(=O)cnc3ccccc32)cc1 | -0.5 | 2 | 0.7 | x | 0.6 | 9 | x | -17 | -3 | -0.4 |
| CCOC(=O)C(C)N1CC(=O)N(c2ccccc2)C1=O (stereo not drawn) | 0.1 | -9 | 0.4 | x | -1.8 | -6 | -8 | -5 | 1 | 0.0 |
| O=C(NCCN1C(=O)C2C3C=CC(C3)C2C1=O)NCc1ccccc1 (stereo not drawn) | -0.2 | 1 | 0.7 | 6 | -0.8 | -1 | -4 | -3 | 5 | -0.4 |
| O=C(C1CCCN1S(=O)(=O)c1ccc(Cl)cc1)N1CCN(c2ccccc2)CC1 (stereo not drawn) | 0.6 | 5 | 7.4 | x | -2.2 | -3 | x | -6 | -6 | i |
| Cn1c(=O)c2c(ncn2Cc2cc(-c3ccccc3)no2)n(C)c1=O | -0.3 | 13 | x | -5 | -0.1 | -2 | 2 | -15 | 1 | 0.0 |
| CCc1cccc2c(C(=O)Cn3nnc(-c4ccc(OC)c(OC)c4)n3)c[nH]c12 | 0.1 | -5 | x | 2 | -0.2 | 0 | 4 | -10 | 19 | -0.4 |
| CC(C)(C)OC(=O)C[C@H]1C/C=C\C[C@@H](CC(=O)N(CCO)Cc2ccccc2)C(=O)N[C@@H](c2ccccc2)COC1=O | 0.3 | -2 | 0.0 | x | -1.1 | 2 | x | -13 | 31 | -4.0 |
| Cc1ccc(OCC(=O)c2cc(C)n(CC(F)(F)F)c2C)c([N+](=O)[O-])n1 | -0.8 | -8 | x | 13 | 11 | 2 | -2 | -4 | 4 | -0.3 |
| O=C(c1ccc(N2CCN(C(=O)c3ccc(F)c(F)c3)CC2)cc1)c1cccc(F)c1 | -1.1 | 12 | -4.2 | -3 | 4.9 | -1 | 5 | -6 | 27 | -0.7 |
| C/C(=N\Nc1nc(C)cc(-c2ccccc2)n1)c1ccc(F)cc1 | x | -9 | -0.1 | 18 | -2.0 | x | -1 | x | -7 | i |
| CC1CCCN(c2cc(N(C)CCO)c([N+](=O)[O-])c3nonc23)C1 (stereo not drawn) | -0.4 | 23 | 0.0 | -4 | -0.9 | -5 | -2 | -9 | 6 | -3.3 |
| O=C(Nc1ccc2c(c1)OCO2)c1cccc(S(=O)(=O)N2CCOCC2)c1 | -0.5 | 2 | 1.4 | 10 | 0.3 | 0 | 1 | -11 | -1 | i |
| O=C(CN1C(=O)COc2ccccc21)NCCCN1CCc2ccccc2C1 | 0.4 | -1 | -0.1 | -6 | 2.5 | 0 | 1 | -12 | -2 | 1.5 |
| COc1coc(C(O)CN)cc1=O (stereo not drawn) | 0.0 | -2 | 0.7 | -5 | -0.2 | 0 | -2 | 2 | -2 | -0.2 |
| Cc1nnc2n(-c3ccccc3)c(=O)c3c4c(sc3n12)COC(C(C)C)C4 (stereo not drawn) | -0.5 | -4 | x | 19 | 1.3 | -5 | -3 | -24 | -1 | i |
| CCOc1ccccc1NC(=O)CN1CCC(NC(=O)Nc2ccccc2)CC1 | -1.9 | 3 | 1.6 | 22 | 0.4 | -3 | -2 | -3 | 24 | -0.5 |
| Cn1cnc(S(=O)(=O)N2CCCCC2c2cc(C(=O)NCc3ccc(Cl)c(Cl)c3)no2)c1 (stereo not drawn) | 0.4 | 7 | 1.1 | x | x | 2 | x | x | 35 | i |
| CC(=O)NC(CC(=O)Nc1nc(-c2ccccc2)c(C(C)=O)s1)c1ccccc1 (stereo not drawn) | -1.6 | 14 | 1.0 | 21 | -0.3 | -3 | -3 | -1 | 6 | -0.3 |

Screening data deposited in PubChem BioAssay by several laboratories.
